POLK inh – DNA polymerase kappa (human) inhibition. Q9UBT6. purified Pol kappa, fluorescent DNA synthesis assay, 10 min. Potency, µM (top dose mostly 107 µM), for inactives: top-dose activity, negative = inhibition, actives largely listed as inhibitors. hit rate 0.53% among 400,000; further: potency means the concentration at half of the fitted maximal effect; on the % scale 0 is the no-effect control and ±100 the full control effect
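Kinetic fluorescence readout at 0 and 10 min followed reaction start with substrate at 50 nM final. Beforehand, enzyme (10 nM Pol kappa) stood 15 min with compound at room temperature; buffer-only wells were negative controls.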
POLH inh – blocks human DNA polymerase eta activity. Q9Y253. hit rate 1.2% among 390,000. Potency, µM (highest dose often 114 µM), without a hit: at the top dose activity change, negative = inhibition, usual class: inhibitors. AID 588591. recombinant Pol eta, fluorescent DNA replication assay; further: potency means the concentration at half of the fitted maximal effect; on the % scale 0 is the no-effect control and ±100 the full control effect
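Fluorescent replication assay: 50 nM final substrate added after a 15 min room-temperature compound preincubation with 10 nM enzyme. Signal taken at 0 min and again at 10 min.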
ERG-DNA inh – ERG Ets/DNA interaction inhibition; AID 624246; Potency, µM (series often up to 76.9 µM), without a hit: at the highest dose FP activity, negative = inhibition, usual class: inhibitors; P11308; hit rate 0.028% among 370,000; fluorescence polarization, His-ERG Ets domain / labelled DNA; active means well fitted inhibition curve with a large enough effect in the polarisation, with a control signal flat; inconclusive means small, poorly fitted or top-dose-only effect, or effect the other way, or a change in a side signal; inactive means no such curve, though single readings can be large or run the other way; the % refers to the polarisation;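 further: polarization taken with two DNA probes labelled with fluorescein and Texas red; potency means the concentration at half of the fitted maximal effect; % of control where 0% means no effect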
Target sequence (P11308 whole entry, looked up, the tested form may be a part): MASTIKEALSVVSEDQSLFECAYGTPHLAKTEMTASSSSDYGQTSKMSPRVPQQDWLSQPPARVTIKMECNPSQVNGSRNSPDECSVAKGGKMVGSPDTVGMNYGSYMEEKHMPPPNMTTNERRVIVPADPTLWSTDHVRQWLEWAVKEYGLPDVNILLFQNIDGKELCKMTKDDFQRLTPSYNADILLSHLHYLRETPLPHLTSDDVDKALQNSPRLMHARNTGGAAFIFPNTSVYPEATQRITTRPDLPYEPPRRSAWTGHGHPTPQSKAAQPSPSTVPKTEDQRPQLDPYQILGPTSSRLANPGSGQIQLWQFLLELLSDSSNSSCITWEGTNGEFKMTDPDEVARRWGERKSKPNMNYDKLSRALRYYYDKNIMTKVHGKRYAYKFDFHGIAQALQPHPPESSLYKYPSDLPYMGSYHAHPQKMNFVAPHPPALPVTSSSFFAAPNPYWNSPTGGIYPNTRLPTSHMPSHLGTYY
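His-tagged ERG Ets domain (1 uM in the protein solution; 300mM KCl, 50mM Tris-HCl, 1mM EDTA, 1mM DTT, pH 7.5) received compound, then a probe mix of 5 nM fluorescein-DNA and 100nM Texas-615-DNA. Fluorescence polarization was read for both dyes.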
LDHA inh – inhibitors of human lactate dehydrogenase A | P00338 | purified LDHA, NADH/diaphorase-resazurin fluorescence; active compounds read low | AID 1347041 | hit rate 0.15% among 480,000 | activity change, % (values are at about 110 or 230 µM); in the data active means activity change below about -30%; inconclusive means mostly about -25% to -30%;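 further: plate controls were DMSO wells for no effect and wells without enzyme for full effect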
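Enzyme activity of human lactate dehydrogenase 5 (2 nM; 0.06 mM NADH, 0.2 mM pyruvate, 5 min, RT) is measured via a resazurin/diaphorase fluorescence readout of residual NADH.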
ALOX12 inh – blocks human arachidonate 12S-lipoxygenase; P18054; purified 12hLO, xylenol orange hydroperoxide absorbance; Potency, µM (highest dose often 108 µM), for inactives: at the highest dose activity change, negative = inhibition, most hits filed as inhibitors; hit rate 1.1% among 580,000; AID 1671190; further: potency means the concentration at half of the fitted maximal effect; on the % scale 0 is the no-effect control and ±100 the full control effect
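Purified human 12hLO at 150 nM in 25 mM Hepes, 0.01% Triton X-100, pH 7.0, preincubated 15 min at room temperature with compound. Reaction started with 40 uM arachidonic acid, 30 min at room temperature. Hydroperoxide measured by Fe-xylenol orange, 573/405 nm absorbance ratio.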
Anesthetic bind – candidate novel general anesthetic via apoferritin binding | P02791 | Potency, µM (doses to about 77.5 µM), inactives show at the top dose activity change, negative = displacement, hits mostly inhibitors | apoferritin/1-aminoanthracene competitive binding, fluorescence | hit rate 0.074% among 350,000; further: potency means the concentration at half of the fitted maximal effect; on the % scale 0 is the no-effect control and ±100 the full control effect; nearly all actives have a fitted effect of over 20% in size
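Horse-spleen apoferritin (10 uM) was mixed with 50% saturated 1-aminoanthracene in PBS, exposed to compounds for 10 min at room temperature, and read for fluorescence (ex 380 nm, em 535 nm). Competitive displacement was fitted with a four-parameter Hill equation.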
Pol beta inh – blocks human DNA polymerase beta activity; P06746; Pol beta primer extension/strand displacement, fluorescence kinetic; Potency, µM (top dose mostly 114 µM), inactives show top-dose activity change, negative = inhibition, hits mostly inhibitors; hit rate 1.3% among 340,000; AID 485314; further: potency means the concentration at half of the fitted maximal effect; on the % scale 0 is the no-effect control and ±100 the full control effect
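Preincubation: enzyme (10 nM) with compound, 15 min, RT. Reaction: substrate added to 50 nM final. Reads: 0 and 10 min. Analysis: normalized, Hill fit.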
APEX1 inh – APE1 (human) endonuclease inhibition | hit rate 0.35% among 350,000 | recombinant APE1, TAMRA/BHQ-2 abasic DNA cleavage fluorescence | Potency, µM (series often up to 65.8 µM), for the others: at the highest dose activity change, negative = inhibition, hits mostly inhibitors | AID 2517 | P27695;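 further: potency means the concentration at half of the fitted maximal effect; plate controls were vehicle for no effect and reference inhibitor for full effect; nearly all actives have a fitted effect of over 55% in size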
Target sequence (P27695 whole entry, looked up): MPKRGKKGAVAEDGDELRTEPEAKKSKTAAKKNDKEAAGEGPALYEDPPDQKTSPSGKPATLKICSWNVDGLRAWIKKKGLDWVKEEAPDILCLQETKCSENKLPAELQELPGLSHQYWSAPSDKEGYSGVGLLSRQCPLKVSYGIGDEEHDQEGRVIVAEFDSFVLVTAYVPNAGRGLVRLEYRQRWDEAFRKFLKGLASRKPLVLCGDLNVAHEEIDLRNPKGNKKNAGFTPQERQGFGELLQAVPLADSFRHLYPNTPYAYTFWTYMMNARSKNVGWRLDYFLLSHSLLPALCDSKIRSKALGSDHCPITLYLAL
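Kinetic fluorescence read (525 ex/598 em nm, three reads 60 s apart) of AP-site incision; signal = third minus first read. Enzyme 0.75 nM, dual-labelled THF duplex 50 nM, compound preincubation 15 min RT.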
RGS4 inh – human RGS4 inhibition | AID 504845 | Transcreener GDP fluorescence polarization, RGS4-accelerated GTP hydrolysis | Potency, µM (doses to about 114 µM), for inactives: top-dose activity change, negative = inhibition, hits mostly inhibitors | hit rate 0.039% among 390,000 | P49798; further: potency means the concentration at half of the fitted maximal effect; on the % scale 0 is the no-effect control and ±100 the full control effect; nearly all actives have a fitted effect of over 75% in size; some results filed as inactive show a strong effect at the top dose
Target sequence (P49798 whole entry, looked up): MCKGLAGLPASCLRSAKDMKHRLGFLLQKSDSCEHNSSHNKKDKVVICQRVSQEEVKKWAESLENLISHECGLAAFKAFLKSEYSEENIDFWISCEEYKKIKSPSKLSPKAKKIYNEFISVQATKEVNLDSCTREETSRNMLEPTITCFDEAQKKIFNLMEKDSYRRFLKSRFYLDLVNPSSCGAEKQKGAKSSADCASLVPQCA
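MLSMR compounds (23 nl, pin-transferred) preincubated 10 min at room temperature with a 500nM (2x) first reagent, then RGS4 at 900nM (2x) plus Transcreener GDP mix added; fluorescence polarization (620/688 nm) read before and after 90 min at 30 °C.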
The depositor's hits bear a star; u = inconclusive; x = no result given; & = joins results of further samples; [ ] = another dose, or the depositor's remark. Unless noted, the call rests on the fitted dose curve; in most records, active means well fitted curve in the direction sought with a large enough effect; inconclusive means small, poorly fitted or top-dose-only effect, or another doubt; inactive means no such curve, though single readings can be large; an effect the other way counts as inactive or inconclusive. The list is partial; rates above refer to the full screens.

Values run as follows: POLK inh	POLH inh	ERG-DNA inh	LDHA inh	ALOX12 inh	Anesthetic bind	Pol beta inh	APEX1 inh	RGS4 inh
- COC(=O)[C@@H](Cc1ccccc1)NC(=O)NCCc1c[nH]c2ccccc12
→ -22%	-5%	12%	1	-8%	-9%	7%	36%	5%
- COC(=O)C1CCN(C(=O)/C=C/c2ccc(OC)cc2)CC1
→ 5%	-17%	-5%	-4	-20%	-8%	2%	0%	-8%
- CCOc1cccc(/C=N/N2CCN(c3ccc(Cl)cc3)CC2)c1O
→ -15%	-11%	-1%	0	9%	-4%	-22%	27%	-20%
- CCOC(=O)c1ccc(-c2nnc(-c3ccc(Cl)cc3Cl)o2)cc1
→ 1%	-19%	4%	0	-33%	3%	u	-1%	-14%
- CC(C)Oc1ccc(C(=O)N2CCN(C(=O)c3ccco3)CC2)cc1
→ -6%	-9%	-2%	-1	7%	-8%	0%	-26%	6%
- COc1ccc(CNCCCSc2ncccn2)c(OC)c1
→ -14%	-8%	-6%	-6	-5%	-3%	19%	-2%	-1%
- Cc1nc2nc(C)c(NS(=O)(=O)c3ccc(CC(C)C)cc3)c(=O)n2[nH]1
→ -13%&-21%	6%&-6%	-5%&-4%	0&3	-8%&5%	8%&3%	0%&19%	29%	22%&23%
- Cc1nc2cc(-c3ccsc3-n3c(C)ccc3C)[nH]n2c(=O)c1Cl
→ u	25µM*	15%	-10	u	-13%	10µM*	u	u
- CSc1ccc(C(c2c(C(=O)O)[nH]c3ccccc23)c2c(C(=O)O)[nH]c3ccccc23)cc1
→ u	79µM*	-2%	-5	-12%	-8%	-27%	23%	-13%
- COc1cc(NC(=O)C(CC(C)C)NS(=O)(=O)c2ccc3c(c2)oc(=O)n3C)c(C(=O)O)cc1OC (centres undefined)
→ -4%	-14%	3%	6	-21%	-3%	-1%	x	0%
- Cc1ccc(-c2nn3c(C)nnc3s2)cc1NC(=O)CSc1ccc(Cl)cc1
→ -4%	1%	0%	6	-11%	-11%	26%	1%	-16%
- CN1CCC(=O)N([C@H](CC#N)c2ccccc2)CC1
→ -12%	-8%	-8%	-2	3%	-6%	1%	54%[activator]	11%
- CCOc1cc(C#N)c(NC(=O)c2cccnc2Cl)cc1OCC
→ -5%	-15%	10%	-4	-19%	-4%	8%	16%	-2%
- O=C(NNC(=O)c1ccc2c(c1)OCO2)NC12CC3CC(CC(C3)C1)C2
→ 5%	-24%	8%	2	-15%	-22%	9%	1%	-7%
- COc1ccc(/C(C)=N/NS(=O)(=O)c2ccccc2)c(OC)c1
→ -4%	-11%	-9%	-2	3%	-14%	20%	-6%	-18%
- Cc1cc(NC(=O)C(C)Oc2ccccc2)no1 (centres undefined)
→ -9%	-1%	-1%	-7	25%	-15%	-1%	38%	-4%
- NC(=O)C1CCCN(CC(=O)Nc2ccccc2C(=O)NC2CC2)C1 (centres undefined)
→ -14%	-21%	-9%	-5	224%[activator]	x	x	11%	-8%
- O=S(=O)(NCc1ccc(Cl)cc1)c1ccc(N2CCCCS2(=O)=O)cc1
→ -5%[60.1 µM]	-20%	0%	0	u	435%[activator]	3%	x	3%
- C=CCNc1nc2c(c(=O)[nH]c(=O)n2C)n1CCCc1ccccc1
→ 16%	-8%	16%	-2&7	3%&-17%	-8%	26%	-7%	-12%
- CCCCNC(=O)C1CCCN(S(=O)(=O)c2ccc(S(=O)(=O)NCC(C)C)cc2)C1 (centres undefined)
→ 5%	-5%	-4%	-3	-6%	-17%	-15%	-2%	2%
- CC(=O)c1c(C)[nH]c(C(=O)Nc2cccc(C)c2C)c1C
→ -8%	-2%	7%	-16	1%	5%	30%	14%	32%
- Cc1cc(OCC(=O)Nc2c(C(=O)c3ccccc3)oc3ccccc23)cc(C)c1Cl
→ 0%	-8%	3%	2	-17%	-7%	3%	x	18%
- NC(=O)c1cccnc1Nc1ccccc1F
→ -13%	-5%	1%	-7	0%	-4%	-1%	0%	30%
- O=C(Cn1ncc2c(=O)oc3ccccc3c21)NC1CC1
→ -4%	2%	5%	-2	-19%	-6%	0%	-1%	-14%[11.4 µM]
- COc1ccccc1CNC(=O)CCC1N=C2c3ccccc3N=C(SCc3ccc(C)cc3)N2C1=O (centres undefined)
→ -1%[60.1 µM]	-3%	10%	1	4%	u	-1%	x	-20%
- CCN(CC(=O)Nc1cccc(S(N)(=O)=O)c1)Cc1nc2ccccc2c(=O)[nH]1
→ -12%	22%	-10%	-11	24%	5%	4%	5%	14%[11.4 µM]
- CCOc1ccccc1NC(=O)Cc1ccccc1OC
→ -16%	-6%	3%	0	29%	-10%	17%	-1%	-32%
- CCCc1nn(C)c2c(=O)[nH]c(-c3ccccc3OCC)nc12
→ -11%	-24%	-4%	-2	-21%	-4%	3%	0%	-10%
- Oc1c(Br)cc(Br)cc1CNc1ccc(F)cc1
→ -12%	-25%	0%	3	u	-21%	u	-5%	5%
- CCOC(=O)Cc1csc(NC(=O)CSc2nc(C)cc(=O)[nH]2)n1
→ -1%	6%	-2%	6	0%	0%	6%	3%	u
- COc1ccc(N2CCN(C(=O)c3oc4ccccc4c3NC(=O)CCc3cc(OC)no3)CC2)cc1
→ -16%	-24%	4%	-2	23%	-12%	6%	-3%	-3%
- COc1cc(NC(=S)Nc2cccc(C)n2)cc(OC)c1OC
→ 16%	-12%	0%	2	-11%	-3%	-2%	2%	-27%
- COc1ccc(CNc2nc(NC(C)=O)nn2-c2ccccc2)cc1
→ -20%	-2%	20%	0	u	-2%	0%	7%	15%
- CC(=O)N1CCCc2cc(S(=O)(=O)N3CCCC(C(=O)N4CCN(c5ccccc5F)CC4)C3)ccc21 (centres undefined)
→ -7%[60.1 µM]	-9%	1%	-5	-15%	-13%	18%	x	9%
- O=C(COC(=O)Cc1c(F)cccc1Cl)NC1CCS(=O)(=O)C1 (centres undefined)
→ -16%	-2%	7%	-4	-13%	x	x	-19%	16%
- O=C(NCc1ccccc1)C(c1ccncc1)N(C(=O)c1csnn1)c1ccccc1F (centres undefined)
→ 2%	-12%	-1%	1	-19%	-3%	5%	56%	-5%
- NC(=O)CC(NC(=O)Cc1cccc2ccccc12)c1ccc(N2CCCCCC2)c([N+](=O)[O-])c1 (centres undefined)
→ -6%	3%	-4%	-15	-21%	u	-4%	9%	-21%
- CC(C)OC(=O)c1ccc(COC(=O)c2cccc(-c3nnc(-c4ccccc4)o3)c2)cc1
→ -13%	-10%	1%	0	-4%	9%	u	17%	16%
- O=C(N/N=C/c1ccc([N+](=O)[O-])s1)c1ccccc1Br
→ -17%	-2%	x	-10	17%	u	-12%	0%	-8%
- COCCn1c(SCC(=O)c2ccccc2)nc2c(c1=O)SCC2
→ -10%	-3%	-5%	-1	-19%	-10%	34%[activator]	-3%	-24%
- CCOc1ccccc1C(=O)Nc1ccc(S(=O)(=O)Nc2nc(C)cc(C)n2)cc1
→ -16%	-9%	-3%	-13	1%	-4%	-12%	x	4%
- CSc1nc2[nH]c(=O)n(O)c(=O)c2n1Cc1ccccc1
→ -14%	u	4%	10	-16%	x	x	x	9%
- COc1ccc(N2CCN(C(=O)Cc3coc4cc(C)ccc34)CC2)cc1
→ -4%	u	0%	-2	-17%	-9%	0%	-3%	u
- Cc1ccc(C)c(S(=O)(=O)N=Nc2c(O)[nH]c3ccccc23)c1
→ 1%	-15%	10%	0	u	-8%	0%	-2%	5%
- CCn1c(SCC(=O)Nc2ccc(F)cc2F)nc2c(c1=O)SCC2
→ -6%	-5%	11%	-2	-11%	-11%	-2%	7%	1%
- O=C(c1cc(COc2ccc(F)cc2Cl)on1)N1CC2C[C@@H]3CC1C[C@H](C2)C3
→ -16%	-3%	-2%	-13	0%	-10%	16%	2%	3%
- CC1=CC(C)(C)N(C(=O)C(C)N2C(=O)c3ccccc3C2=O)c2ccc(C)cc21 (centres undefined)
→ -12%	-4%	7%	0	0%	u	1%	11%	-32%
- O=C(N/C(=C/c1cccs1)C(=O)N1CCOCC1)c1cccs1
→ -9%	-10%	12%	-2	-3%	-3%	-3%	1%	6%
- O=C(COc1ccc(F)cc1Cl)Nc1ccccc1C(=O)N1CCCCC1
→ -20%	-7%	7%	-3	-16%	x	x	-15%	8%
- CCOC(=O)c1ccccc1NC(=O)N1CCCN(S(=O)(=O)c2ccc3c(ccn3CC)c2)CC1
→ -12%[60.1 µM]	-14%	6%	-2	0%	13%	-8%	x	-5%
- O=[N+]([O-])c1ccc2c(c1Nc1ccccc1)=NC1(CCCCC1)N=2
→ -4%	-15%	-2%	8	-6%	-9%	-2%	u	5%[11.4 µM]
- CCC(=O)N/N=C(\C)CC(=O)Nc1ccc2ccccc2c1
→ -22%	-3%	0%	12	0%	u	32%	-3%	-28%
- Cc1ccc(S(=O)(=O)N2CC3(C)CN(S(=O)(=O)c4ccc(C)cc4)CC(C)(C2)C3O)cc1 (centres undefined)
→ 6%	-18%	-10%	-9	u	-6%	8%	1%	24%
- O=C(/C=C/c1ccco1)NCCCN1CCOCC1
→ -17%	-17%	1%	-7	0%	-6%	-3%	12%	9%
- Cc1ccc(C)c(N2CCN(CCCc3ccccc3)CC2)c1
→ -13%	-14%	6%	-1	u	-6%	11%	17%	2%

Bioassay records: PubChem BioAssay, National Center for Advancing Translational Sciences (NCATS)
